Screening data (PubChem)
DAX1 inh-1: blocks DAX1 repression of SF-1 activated StAR promoter | HEK293T StAR-luciferase reporter, SF-1/DAX-1 repression relief | inhibition, % at 6.8 µM | 370,000 tested, 1.1% active | AID 652010;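 active means inhibition above the mean over all tested compounds plus 3 SD, cut at about 3.6% in these data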;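 further: 0% = DAX-1 cells with DMSO and 100% = cells lacking DAX-1 with DMSO; higher inhibition means more luminescence from relief of DAX-1 repression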
PLCg1 inh: inhibitors of human phospholipase C gamma1 | P19174 | purified PLC-gamma1, fluorogenic substrate, fluorescence | inhibition, % at 12.2 µM | 370,000 tested, 0.84% active | AID 720700; in the data active means inhibition above about 9.5%
Target sequence (P19174 whole entry, looked up): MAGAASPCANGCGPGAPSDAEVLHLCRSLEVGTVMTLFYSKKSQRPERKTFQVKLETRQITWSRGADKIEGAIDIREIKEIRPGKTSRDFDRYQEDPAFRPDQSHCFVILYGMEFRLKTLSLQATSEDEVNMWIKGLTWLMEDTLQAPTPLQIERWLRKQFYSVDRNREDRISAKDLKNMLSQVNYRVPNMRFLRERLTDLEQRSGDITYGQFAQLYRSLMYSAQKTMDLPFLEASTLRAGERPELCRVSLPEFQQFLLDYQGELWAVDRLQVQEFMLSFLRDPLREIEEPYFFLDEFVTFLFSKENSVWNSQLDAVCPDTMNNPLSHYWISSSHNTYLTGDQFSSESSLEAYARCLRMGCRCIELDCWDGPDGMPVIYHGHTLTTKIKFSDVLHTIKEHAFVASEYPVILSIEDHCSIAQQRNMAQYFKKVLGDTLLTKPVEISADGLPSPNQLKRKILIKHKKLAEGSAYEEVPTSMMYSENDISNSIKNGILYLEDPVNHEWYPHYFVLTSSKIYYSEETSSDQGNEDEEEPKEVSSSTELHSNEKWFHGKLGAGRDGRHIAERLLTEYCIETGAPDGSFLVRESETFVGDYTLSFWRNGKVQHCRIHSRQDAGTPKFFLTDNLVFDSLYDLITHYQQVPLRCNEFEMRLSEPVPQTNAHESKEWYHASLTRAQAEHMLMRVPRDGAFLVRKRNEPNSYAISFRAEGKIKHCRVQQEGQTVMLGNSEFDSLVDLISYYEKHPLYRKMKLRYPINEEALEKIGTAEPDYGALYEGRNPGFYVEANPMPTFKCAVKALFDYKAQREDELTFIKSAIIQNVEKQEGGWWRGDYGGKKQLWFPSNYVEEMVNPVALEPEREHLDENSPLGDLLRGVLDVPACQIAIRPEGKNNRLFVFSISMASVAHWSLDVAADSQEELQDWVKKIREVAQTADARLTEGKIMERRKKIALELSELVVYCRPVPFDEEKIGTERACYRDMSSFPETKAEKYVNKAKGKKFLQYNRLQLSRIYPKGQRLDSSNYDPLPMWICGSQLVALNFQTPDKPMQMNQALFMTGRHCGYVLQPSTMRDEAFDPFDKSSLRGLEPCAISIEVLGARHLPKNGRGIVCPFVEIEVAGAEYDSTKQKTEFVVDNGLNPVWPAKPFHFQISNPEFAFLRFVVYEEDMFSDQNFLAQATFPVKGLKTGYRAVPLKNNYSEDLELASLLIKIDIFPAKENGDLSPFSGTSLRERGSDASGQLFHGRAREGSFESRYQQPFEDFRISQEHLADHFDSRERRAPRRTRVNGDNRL
ssDAF12 agonist: activates DAF-12 receptor from parasite S. stercoralis; HEK293 ssDAF-12/GRIP1 lit1-tk-luc reporter, luminescence; % of 3 µM dafachronic acid response; 370,000 tested, 1% active; activation, % at 6.8 µM;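 active means activation above the mean over all tested compounds plus 3 SD, cut at about 0.9% in these data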;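 further: 0% = DMSO-only wells and 100% = 3 µM delta7-dafachronic acid wells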
ADAM17 inh: inhibits human ADAM17 | P78536 | recombinant ADAM17, EDANS/DABCYL FRET peptide cleavage | inhibition, % at 6.95 µM | 370,000 tested, 0.83% active | AID 720648;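 active means inhibition above the mean of compounds lying between control limits plus 3 SD, set per campaign, cut at about 8.5% in these data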;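 further: 0% = DMSO-only wells as the low control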
ADAM10 inh: inhibitors of human ADAM10; AID 720582; O14672; recombinant ADAM10, EDANS/DABCYL FRET peptide cleavage, 3 h; inhibition, % at 7 µM; 370,000 tested, 0.62% active;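 active means inhibition above a per-campaign cutoff equal to the mean of compounds falling between control-based bounds plus 3 SD, cut at about 20% in these data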;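 further: 0% = DMSO wells while the 100% control is not disclosed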
PLCb3 inh: blocks human PLC-beta3 enzyme activity; Q01970; Purified PLC-beta3, fluorogenic substrate, fluorescence; inhibition, % at 12.2 µM; 370,000 tested, 0.18% active; AID 720704; in the data active means inhibition above about 11%;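 further: 0% = median of compound wells on plate and 100% = full blocker control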
DAX1 inh-2: NR0B1 (DAX1) inhibition. P51843. HEK293 Gal4-DAX1 luciferase reporter, luminescence. inhibition, % at 6.75 µM. 340,000 tested, 0.99% active. AID 504766;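 active means inhibition above the mean over all tested compounds plus 3 SD, cut at about 4.2% in these data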;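 further: 0% = DAX1-transfected cells with DMSO and 100% = empty-vector control cells with DMSO; inhibition shows as a rise in luminescence from relieved DAX1 repression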
GAA850 FXN act: increases GAA850 frataxin promoter reporter activity. activation, % at 6 µM. HEK293 lucGAA850 FXN promoter luciferase reporter, 24 h; percent of 10 µM SAHA response. 360,000 tested, 0.56% active;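 active means activation above the average of all compounds screened plus 3 SD, cutoff fixed separately per campaign, cut at about 7.5% in these data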;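 further: 0% = DMSO wells and 100% = 10 µM SAHA wells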
HGIII-sPLA2 inh: Blocks human group III sPLA2 activity; QFRET BODIPY PC-A2 liposome hydrolysis, fluorescence; inhibition, % at 12.2 µM; 370,000 tested, 0.56% active; AID 743126;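 active means inhibition above mean plus 3 SD of compounds lying within the high and low control bounds, cut at about 19% in these data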;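 further: 0% = median of test compound wells and 100% = no enzyme DMSO wells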
hcDAF12 agonist: activates DAF-12 receptor from parasite H. contortus; HEK293 hcDAF-12 lit1-tk-luc reporter, luminescence; 0% DMSO, 100% Δ7-dafachronic acid; activation, % at 6.8 µM; 370,000 tested, 1.4% active;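 active means activation above the mean of all tested compounds plus 3 SD, cut at about 5.5% in these data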;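 further: 100% = response to 3 µM Δ7-dafachronic acid high control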
hgDAF-12 ag: agonists of H. glycines DAF-12 nuclear receptor. HEK293 GAL4-hgDAF12 UAS-luciferase reporter, agonist luminescence; normalized to butyrate control. activation, % at 6.8 µM. 370,000 tested, 1.8% active. AID 687014;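 active means activation above a cutoff set at the mean of all screened compounds plus 3 SD, cut at about 10% in these data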;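 further: 0% = DMSO wells and 100% = sodium butyrate wells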
Active calls of the source: *; . = not tested or not shown.

SMILES | DAX1 inh-1 | PLCg1 inh | ssDAF12 agonist | ADAM17 inh | ADAM10 inh | PLCb3 inh | DAX1 inh-2 | GAA850 FXN act | HGIII-sPLA2 inh | hcDAF12 agonist | hgDAF-12 ag
COc1ccc(-c2nn(CC(=O)N(C)C)c(=O)c3ccccc23)cc1 | 0.2 | -1 | -1.7 | -3 | -17 | -6 | 0.8 | 2.3 | 3 | -1.8 | -1.4
CCOC(=O)c1ccc(Oc2nc(NC)nc(Nc3ccccc3)n2)cc1 | -1.1 | -1 | -1.6 | -1 | 6 | -4 | 1.0 | 3.5 | -8 | -1.4 | -1.5
COc1cc(-c2n[nH]c(=S)n2-c2ccc(Br)cc2)cc(OC)c1OC | 0.0 | -3 | -1.8 | -3 | 3 | -8 | 1.9 | 0.8 | 8 | -1.3 | -0.4
O=C(NNc1ccccc1)C(=O)N1CCCCC1 | 0.0 | 2 | -0.6 | 5 | 1 | 4 | -0.3 | -0.1 | 1 | -0.5 | 2.5
CCOC(=O)c1ccc(OCc2nc(-c3cccs3)no2)cc1 | 0.3 | -5 | 0.3 | 3 | 7 | -4 | -0.2 | 0.4 | -4 | 1.9 | 0.3
COc1ccc(CCNC(=O)COC(=O)CNS(=O)(=O)c2ccc(SC)c([N+](=O)[O-])c2)cc1 | 1.1 | -2 | -0.7 | -1 | 0 | -2 | 0.8 | 0.8 | -8 | 0.2 | 1.3
COCCN(Cc1ccc(C)cc1)C(=O)[C@H]1O[C@@H](n2cnc3c(N)ncnc32)[C@H](O)[C@@H]1O | 1.3 | 5 | 0.0 | 4 | -4 | 1 | . | . | -1 | -0.6 | -0.8
CN(C)CCOC(=O)/C(=C/c1cn(C)c2ccccc12)NC(=O)c1ccccc1 | 0.0 | 0 | -1.4 | -3 | -1 | -7 | 2.0 | 0.5 | -10 | 4.3 | 3.5
COc1ccc(N2CCN(C(=O)COC(=O)CSc3ccccc3)CC2)cc1 | -1.2 | 1 | -0.5 | -2 | -12 | -6 | 0.1 | 0.4 | 7 | -1.2 | -1.0
NS(=O)(=O)c1ccc(CCNC(=O)c2cc(-c3ccc(Br)cc3)nc3ccccc23)cc1 | -1.8 | -1 | -2.3 | -7 | -17 | -3 | -0.8 | 0.8 | -6 | -2.4 | -1.1

Brought forward from above: two compounds; new compounds follow.
SMILES | DAX1 inh-1 | PLCg1 inh | ssDAF12 agonist | ADAM17 inh | ADAM10 inh | PLCb3 inh | DAX1 inh-2 | GAA850 FXN act | HGIII-sPLA2 inh | hcDAF12 agonist | hgDAF-12 ag
COc1ccc(N2CCN(C(=O)COC(=O)CSc3ccccc3)CC2)cc1 | -1.2 | 1 | -0.5 | -2 | -12 | -6 | 0.1 | 0.4 | 7 | -1.2 | -1.0
NS(=O)(=O)c1ccc(CCNC(=O)c2cc(-c3ccc(Br)cc3)nc3ccccc23)cc1 | -1.8 | -1 | -2.3 | -7 | -17 | -3 | -0.8 | 0.8 | -6 | -2.4 | -1.1
C(=C\c1ccccc1)/CN1CCN(C(c2cccc3ccccc23)c2nnnn2-c2ccc3c(c2)OCCO3)CC1 (centres undefined) | 1.3 | 3 | -1.2 | 3 | 7 | 5 | . | . | -22 | -0.5 | 0.7
N/C(=N\OC(=O)c1ccc(Cl)cc1)c1ccccn1 | 4.2* | 1 | -1.3 | -2 | 2 | 1 | -3.7 | -3.7 | 7 | 4.9 | -1.9
O=S(=O)(CCS(=O)(=O)c1ccccc1)c1ccccc1 | 0.5 | 2 | -0.8 | -3 | -9 | -16 | -1.9 | -0.4 | 4 | -0.7 | -1.2
COc1ccc(S(N)(=O)=O)cc1C(=O)OCC(=O)N1CCCC(C)C1 (centres undefined) | -0.6 | 5 | -0.8 | -2 | -5 | -9 | -0.5 | -1.0 | 15 | 1.1 | -0.6
CC(=O)Nc1ccc2nc(CN3CCN(Cc4ccc(F)cc4)C(CCO)C3)ccc2c1 (centres undefined) | 0.0 | -71 | 0.3 | -29 | -78 | -100 | -1.2 | 2.2 | -3 | 2.1 | 0.2
O=C(NC1CCSc2ccccc21)c1ccc(F)cc1 (centres undefined) | 0.5 | -2 | -1.8 | -2 | 3 | -6 | 0.6 | -2.6 | 3 | -1.5 | 0.5
CN(C(=O)c1ccc(Cl)cc1)c1ccc(OCC(=O)Nc2cc(C(=O)O)ccc2Cl)cc1 | -0.7 | 0 | -0.5 | 0 | 3 | -2 | . | . | -23 | -1.6 | 0.8
CCOC(=O)N1CCN(CC(O)c2ccccc2)CC1 (centres undefined) | 0.2 | 1 | -1.3 | -5 | -4 | -5 | 0.0 | -1.9 | 1 | -2.3 | 4.4
CCOC(=O)N1CCN(S(=O)(=O)c2ccc(C(=O)Nc3nc4c(s3)CC(C)CC4)cc2)CC1 (centres undefined) | -1.2 | 0 | -1.6 | -5 | 2 | 1 | -0.7 | -1.0 | -1 | -1.3 | -1.2
CCc1cc(C)cc(OCCOc2ccccc2/C=N/NC(C)=O)c1 | -0.4 | 3 | -1.0 | 3 | 14 | -6 | -0.2 | 1.9 | -3 | -3.2 | -4.4
CC1(C)CC(=O)C2=C(C1)N(Cc1ccc(F)cc1)C(=O)C2(NC(=O)c1cccnc1)C(F)(F)F (centres undefined) | -0.7 | 2 | -1.4 | 3 | 4 | 4 | -0.3 | -4.8 | -1 | -0.1 | 1.4
CCN(CC)CCOc1ccc(C=NNc2nc3c([nH]2)c(=O)n(C)c(=O)n3C)cc1 | -0.7 | -42 | -1.1 | -14 | -47 | -54 | 1.7 | 0.2 | 12 | -0.8 | 0.6
CC1(c2ccccc2Cl)NC(=O)N(CC(=O)Nc2ccccc2OC(F)F)C1=O (centres undefined) | -0.6 | -2 | -0.7 | -1 | -3 | 2 | 0.6 | -1.0 | -2 | -0.9 | 0.2
c1csc(C2CCCN2c2nc3nonc3nc2NC2CC2)n1 (centres undefined) | -0.5 | 0 | -1.4 | -1 | -3 | -2 | -0.6 | 1.8 | 4 | -1.5 | -1.5
CCCc1nc2ccc(Cl)cn2c1Cc1ccccc1OC | 1.7 | -6 | -0.9 | -5 | -42 | -28 | . | . | 10 | 0.5 | 1.9
CCc1c(O)nc(SCC(=O)Nc2ccccc2C)n(-c2ccc(C)cc2)c1=O | -0.8 | 3 | -0.8 | 7 | -1 | -3 | 0.4 | 0.3 | 6 | 2.8 | 2.8
O=C(COc1ccc(C2SCCS2)cc1)Nc1ccc(Cl)cc1 | -0.5 | 3 | -2.3 | -4 | -3 | -5 | 2.2 | 0.8 | 0 | -0.3 | -1.4
CC(C)c1ccc(S(=O)(=O)N2CCC(C(=O)NCc3ccco3)CC2)cc1 | -0.8 | 2 | -1.6 | 3 | -12 | -6 | -0.2 | 1.3 | -3 | -0.4 | -0.1
Cc1c(OCC(=O)N2C[C@H]3C[C@@H](C2)c2cccc(=O)n2C3)ccc2c3c(c(=O)oc12)CCCC3 | -1.3 | -12 | -1.4 | -66 | -247 | -18 | 3.0 | 0.3 | 4 | -1.2 | 1.4
Cc1ccc(S(=O)(=O)N2CCc3ccccc3C2)cc1 | 0.0 | 1 | -1.4 | 0 | -9 | -3 | -0.7 | 2.0 | -1 | -1.0 | -0.3
Cc1cc(C)cc(N(CC(=O)NCc2ccccc2Cl)S(=O)(=O)c2c(C)[nH]c(=O)[nH]c2=O)c1 | 0.3 | 1 | -0.9 | 1 | -12 | -10 | 0.2 | -0.8 | -16 | 1.1 | -2.8
Cc1c(NC2=NC(C)(C)Cc3ccccc32)c(=O)n(-c2ccccc2)n1C | 0.1 | 1 | -1.2 | -2 | -1 | -1 | 0.9 | -0.6 | 6 | -2.5 | 0.3
O=C(CSc1nc(O)cc(=O)n1-c1ccccc1)Nc1ccc2c3c(cccc13)CC2 | -0.6 | -1 | -0.6 | 4 | -5 | -4 | -0.7 | -1.3 | -11 | 4.2 | 2.1
COc1ccccc1OCCNC(=O)c1cccs1 | -0.3 | 2 | -1.5 | -2 | 6 | 3 | 0.1 | 1.1 | 3 | -1.1 | -1.6
COc1ccc(CN(C)C(=O)c2ccc(OCC(=O)N3CCOCC3)c(OC)c2)cc1 | 0.1 | 2 | -1.3 | -1 | -23 | -5 | 0.5 | 1.4 | 1 | 0.1 | -0.9
c1nc(NCc2ccc3c(c2)OCO3)c2cc(-c3ccoc3)ccc2n1 | -0.6 | 1 | -1.5 | 9.9* | -3 | 5 | -0.8 | -7.0 | -8 | -3.0 | 3.9
Nc1ncnc(N)c1N=Nc1ccccc1 | 0.7 | 6 | -1.7 | 2 | 6 | 2 | 1.4 | 6.0 | -5 | -2.2 | 0.3
Cc1cccc(C)c1NC(=O)Nc1nnc([C@@H]2C[C@H](O)[C@@H](CO)O2)s1 | -0.1 | 2 | -0.4 | -5 | 2 | 0 | . | -0.1 | 7 | -0.9 | 0.6
CC1CCCN(C2=C(NS(=O)(=O)c3ccc(Cl)cc3)C(=O)c3ccccc3C2=O)C1 (centres undefined) | -0.3 | -5 | 0.0 | 2 | 3 | -3 | -0.7 | 1.4 | 2 | 0.9 | 2.5
O=C(COc1ccc(Cl)cc1)Nc1ccc2c(c1)C(=O)NC2=O | -0.5 | -7 | -1.2 | -4 | -11 | -17 | -0.5 | -0.5 | -9 | -2.3 | -0.4
O=C(NC1CCCCN(Cc2ccc(Cl)cc2)C1=O)c1cccc(F)c1 (centres undefined) | -1.3 | 6 | -1.1 | -5 | -7 | 4 | . | . | 16 | -2.4 | -0.2
CC1CCN(c2ccc(NC(=O)c3cccnc3)cc2)CC1 | 0.6 | 4 | -1.0 | 3 | 10 | 5 | -0.7 | 4.1 | 3 | 1.1 | 5.4
CCOc1cc(CO)cc(Br)c1OCC(=O)O | 0.8 | -2 | -0.8 | -3 | -1 | -1 | 0.3 | -0.6 | -11 | -1.2 | 0.8
CCCc1cc(C(=O)N2CCC(n3nccc3NC(=O)c3ccc(OC)cc3)CC2)no1 | 0.3 | 3 | -0.6 | -1 | 4 | 1 | 0.4 | -1.6 | -2 | -1.0 | 0.0
COc1ccccc1NC(=O)Cn1nnc(C(=O)NCc2ccc3c(c2)OCO3)c1N | 0.1 | -1 | -0.8 | -2 | 1 | -5 | 0.9 | -0.9 | 3 | 0.4 | 1.2
CC(OC(=O)c1cccc(N(C)C)c1)C(=O)N1CCc2ccccc2C1 (centres undefined) | -0.6 | -88 | -0.7 | -12 | -22 | -122 | 1.2 | 1.2 | -7 | -1.3 | -0.4
O=C(c1ccco1)N1CCN(C(=O)C2CCN(S(=O)(=O)c3cccc4nsnc34)CC2)CC1 | -0.6 | -2 | -1.0 | -4 | -8 | 1 | -0.1 | 1.0 | -4 | -1.1 | 0.8
COc1ccc(CNC(=O)COC(=O)c2cccnc2Nc2cccc(C(F)(F)F)c2)cc1 | 0.1 | 0 | -0.8 | -3 | 8 | 3 | 0.8 | 2.6 | 0 | -0.2 | 1.3
CC1CCN(c2ccc(C(=O)NCc3ccco3)cc2[N+](=O)[O-])CC1 | -0.5 | 4 | -1.9 | 9.0* | 23* | 3 | 0.3 | 3.6 | -14 | -1.9 | 7.3
O=C(Nc1cnc2ccccc2c1)c1ccncc1 | 5.5* | 2 | -0.5 | 0 | 0 | 4 | 1.1 | 0.1 | -5 | 4.6 | 14*
COC(=O)c1sccc1NC(=O)c1c(C)cc(=O)oc1C | -0.5 | 2 | -1.1 | -5 | -2 | 4 | -0.4 | -1.6 | -1 | 0.1 | 4.6

Rows were taken by chance. About 6.9% of those tested had a hit in this group.
